NR2E3 ag-1 – human photoreceptor-specific nuclear receptor agonism | Q9Y5X4 | CHO-S Gal4-NCOR/VP16-NR2E3 two-hybrid, luciferase | inhibition of corepressor binding, % at 3.98 µM | actives 0.35% (n = 360,000) | AID 602229;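 active = inhibition above the mean of all tested compounds plus 3 SD, cut at about 70% in these data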;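 note: 0% = DMSO with NR2E3 transfected cells and 100% = cells lacking NR2E3 construct; higher means lower luciferase signal from less NR2E3 corepressor binding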
Target sequence (Q9Y5X4 whole entry, looked up, the tested form may be a part): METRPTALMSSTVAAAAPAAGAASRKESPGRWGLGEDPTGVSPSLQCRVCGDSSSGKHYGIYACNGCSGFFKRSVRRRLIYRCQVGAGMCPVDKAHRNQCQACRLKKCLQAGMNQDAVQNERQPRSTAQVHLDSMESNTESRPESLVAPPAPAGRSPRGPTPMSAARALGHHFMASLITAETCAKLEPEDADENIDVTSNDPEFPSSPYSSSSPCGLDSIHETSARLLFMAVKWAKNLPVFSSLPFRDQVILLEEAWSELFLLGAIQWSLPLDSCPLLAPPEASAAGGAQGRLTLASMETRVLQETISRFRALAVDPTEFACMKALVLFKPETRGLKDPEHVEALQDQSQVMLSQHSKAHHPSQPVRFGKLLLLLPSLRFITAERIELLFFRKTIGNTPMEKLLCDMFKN
PDI inh – inhibitors of human protein disulfide isomerase; PDI insulin aggregation turbidity, A650, 90 min; AID 588391; P07237; actives 0.052% (n = 350,000); inhibition, % at 10 µM;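 active = mean inhibition across replicates of 30% or more, whatever share of single replicates reach that level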;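 note: absorbance from insulin aggregation driven by PDI reduction with DTT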
Target sequence (P07237 whole entry, looked up): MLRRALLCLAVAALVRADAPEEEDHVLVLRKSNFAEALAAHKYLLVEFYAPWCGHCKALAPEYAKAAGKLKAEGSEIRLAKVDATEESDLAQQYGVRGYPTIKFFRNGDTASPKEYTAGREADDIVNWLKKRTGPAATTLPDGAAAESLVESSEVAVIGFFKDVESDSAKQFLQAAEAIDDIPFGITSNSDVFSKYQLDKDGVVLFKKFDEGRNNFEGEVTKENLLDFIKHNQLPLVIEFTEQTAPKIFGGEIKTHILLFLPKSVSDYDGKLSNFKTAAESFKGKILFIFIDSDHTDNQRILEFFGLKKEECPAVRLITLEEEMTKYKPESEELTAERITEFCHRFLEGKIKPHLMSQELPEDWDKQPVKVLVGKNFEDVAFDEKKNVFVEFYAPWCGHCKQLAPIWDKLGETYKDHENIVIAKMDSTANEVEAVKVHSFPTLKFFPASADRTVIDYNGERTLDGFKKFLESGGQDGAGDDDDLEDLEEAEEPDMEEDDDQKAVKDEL
Shn3 inh set2 – Schnurri-3 reporter inhibition in Clone20 osteoblasts; Clone20 osteoblast Shn3 3'UTR firefly luciferase, 24 h; inhibition, % at 12.5 µM; actives 0.52% (n = 360,000); AID 588674;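 active = mean inhibition of at least 75% with every replicate also reaching 75%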;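 note: 0% = median of neutral control wells and 100% = pilot-screen positive control compound; some compounds past the cut are filed as inactive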
Vif inh – blocks HIV Vif function | AID 602346 | HEK293T cells, Vif self-association by quenched fluorescence, imaging, 24 h | inhibition, % at 7.49 µM | actives 0.35% (n = 340,000); in the data active = inhibition above about 50%, passing the limit was not always enough; note: some results filed as inactive read as strong as hits
CaV13 FRET inh – Primary screen for inhibitors of IQ motif and Ca2+-dependent inactivation inhibitor domain binding in CACNA1D, Förster resonance energy transfer in living cells, … | actives 0.098% (n = 340,000) | inhibition, % at 12.3 µM | HEK cells, CFP/YFP FRET ICDI-IQ, plate reader, 10 min; percent FRET-ratio fall versus neutral wells;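 active = mean replicate inhibition of at least 30% and at least 1% of replicates passing that level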;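 note: 0% = median of the neutral control wells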
HIF-2a block – HIF-2a inhibition | 786-0 RCC cells HIF-2a reporter, luciferase luminescence, overnight | inhibition, % at 18.8 µM | actives 0.72% (n = 360,000);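 active = inhibition of the luminescence signal of 40% or more relative to plate controls, in a single-dose primary screen at 18.75 µM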
Peg3 prom inh – reduces Peg3 promoter-driven luciferase expression in HeLa; inhibition, % at 20 µM; AID 588405; actives 1.7% (n = 360,000); HeLa PEG-Prom luciferase reporter, luminescence, overnight;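 active = inhibition of at least 50% at 20 µM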
CF NFkB inh – blocks PAF-induced NF-kB reporter in cystic fibrosis cells. actives 0.86% (n = 360,000). inhibition, % at 5 µM. KKLEB NF-kB-GFP reporter, GFP fluorescence overnight;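 active = at least 50% inhibition at 5 µM, scaled per plate between neutral and stimulator controls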;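 note: PAF is a Pseudomonas aeruginosa culture filtrate used as stimulus; plate controls were PAF-stimulated DMSO wells for no effect and unstimulated DMSO wells for full effect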
KKLEB cytotox – CF airway cell cytotoxicity counter-screen; activity change (cytotoxicity), % at 5 µM; KKLEB CF airway cells viability, ATPlite luminescence, overnight; stronger effect = lower value; cells stimulated with P. aeruginosa culture filtrate; actives 0.36% (n = 360,000);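 active = corrected activity change at or below -50% at 5 µM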
NR2E3 ag-2 – NR2E3 (human) agonism. GST-NR2E3/biotin-RetCOR TR-FRET, 1536-well. inhibition of corepressor binding, % at 4.78 µM. actives 0.12% (n = 320,000). AID 2300;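 active = percent inhibition above the cutoff of mean plus 3 SD of all tested compounds, set per screening campaign, cut at about 20% in these data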;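 note: 0% = DMSO wells and 100% = biotin wells as full block of FRET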
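System: GST-tagged NR2E3 plus biotinylated RetCOR corepressor; Buffer or medium: pH 7.5 Tris-based buffer; Probe or stimulus: RetCOR corepressor, biotinylated, 7 nM; Doses: compound at 4.8 µM, single dose; Schedule: 5 h incubation at 4 °C; Technique: time-resolved FRET; Evaluation: percent inhibition of TR-FRET ratio; Replication: one well per compound, singlicate testing.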
MITF TRPM1 inh – reduces MITF-dependent TRPM1 promoter luciferase signal; actives 0.83% (n = 330,000); SK-MEL-5 TRPM1 promoter luciferase, 24 h; inhibition, % at 12.5 µM;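 active = mean inhibition across replicates of 60% or more, whatever share of single replicates reaches that level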; note: values of inactives mirror those of a sister screen read the other way
* marks the source's active call; other numbers are inactive results; · = no result given.

SMILES | NR2E3 ag-1 | PDI inh | Shn3 inh set2 | Vif inh | CaV13 FRET inh | HIF-2a block | Peg3 prom inh | CF NFkB inh | KKLEB cytotox | NR2E3 ag-2 | MITF TRPM1 inh
CCOC(=O)c1cn(CC(=O)Nc2ccc(C)cc2)nn1 | 3 | -6 | -4 | -1 | -5 | 16 | -9 | 14 | -5 | -1 | 2
S=C1CSc2ccccc2N1 | 1 | 1 | -9 | -4 | 4 | -6 | -11 | 4 | -13 | -5 | 13
CC(=O)c1c(C)[nH]c(C(=O)O)c1C | -5 | 4 | 13 | 2 | -4 | 17 | 4 | 14 | 5 | 0 | 5
COc1ccccc1CCC(=O)OCC(=O)Nc1cccc(S(=O)(=O)N2CCOCC2)c1 | 3 | -1 | 2 | 10 | -2 | 13 | 2 | -6 | 13 | 5 | 6
COc1ccc(S(=O)(=O)N2CCN(c3nc(C)cc(C)n3)CC2)cc1 | -13 | 3 | 19 | 12 | -14 | 13 | 15 | -6 | 8 | -1 | -7
Cc1ccc(C)c(S(=O)(=O)N2CCCOC2CNC(=O)C(=O)NCc2ccccn2)c1 (stereo not drawn) | 29 | -4 | -2 | 10 | -6 | 19 | 14 | -11 | 7 | -1 | -4
CC(c1nnc(SCC(=O)N(C)C2CCS(=O)(=O)C2)n1-c1ccccc1)N(C)C (stereo not drawn) | -13 | 7 | -14 | -2 | -5 | 0 | 7 | -4 | 7 | 4 | 3
C=CCc1c(C)nc2c(C(=O)O)cnn2c1C | -17 | -1 | -5 | 7 | -8 | -7 | 10 | 6 | 6 | 2 | -2
CSc1cccc(NS(=O)(=O)c2cccs2)c1 | 3 | 2 | -12 | -4 | -5 | 10 | 1 | 2 | 0 | 1 | -7
Cc1cc(N)n2nc(-c3ccccc3)c(-c3ccccc3)c2n1 | -19 | -11 | 14 | 13 | · | 5 | 13 | 6 | -11 | 1 | 12
Cc1cc(NCCNC2=CC(=O)CCC2)nc2ccccc12 | -28 | 10 | 48 | 11 | · | 9 | 7 | 0 | 6 | -1 | 8
CC(C)NS(=O)(=O)c1ccc(OCC(N)=O)c(Cl)c1 | -26 | -7 | -27 | -5 | -1 | 13 | 7 | 12 | 0 | -1 | -10
Cc1ccc(C)c(OCc2cc(C(=O)NC(C)c3cnn(C)c3)no2)c1 (stereo not drawn) | 3 | -10 | -1 | 0 | -3 | -12 | -36 | -4 | 18 | 3 | -3
CCC(=O)NC(C)c1nc2ccccc2n1C (stereo not drawn) | 8 | -1 | 1 | 0 | -4 | 14 | 4 | 0 | 3 | 2 | 0
CCCn1c(N)c(N(CCOC)C(=O)CSc2cc(C)c3cccc(C)c3n2)c(=O)[nH]c1=O | -8 | -6 | -13 | · | -3 | 5 | 7 | 10 | -4 | 2 | 0
Cc1ccc(OCc2nc(C#N)c(NCc3ccc4c(c3)OCO4)o2)cc1 | -11 | 12 | -5 | 16 | -5 | -9 | -5 | 6 | -17 | 0 | 12
O=C(CCCn1c(=O)c2ccccc2n(CC(=O)N2CCN(c3ccccc3)CC2)c1=O)NCc1ccco1 | -11 | 5 | 16 | 4 | -15 | 9 | 5 | -6 | -6 | 0 | -1
COc1ccc(C(CC(=O)Nc2ncccc2C)N2Cc3ccccc3C2=O)cc1OC (stereo not drawn) | -9 | -1 | -14 | 15 | -4 | 5 | 10 | 0 | 2 | 6 | 4
CC(C)CC(=O)NC(=S)Nc1ccccc1C(=O)Nc1ccccc1 | -12 | -5 | -3 | 19 | · | 0 | 2 | -9 | 7 | 2 | -4
O=C(CC1CC2CCC1C2)OCC(=O)c1c[nH]c2ccccc12 (stereo not drawn) | 11 | -3 | -12 | · | -6 | -94 | -157 | 4 | 2 | 4 | -14
CCCCOc1ccc(C(=O)NCCCC(=O)N2CCCCC2)cc1 | 4 | -2 | 19 | -3 | -5 | 19 | 5 | -5 | 1 | 5 | 9
COc1ccc(C)cc1NCc1ccc([N+](=O)[O-])cc1 | -15 | 5 | 3 | 0 | -2 | -2 | 13 | 12 | 0 | -4 | 3
CS(=O)(=O)N(CC(=O)NCCSCc1ccccc1)c1ccc2c(c1)OCO2 | -9 | 7 | -23 | 2 | -3 | 8 | 20 | 0 | 16 | 1 | 6
COc1ccccc1NC(=S)NCC1CCCO1 (stereo not drawn) | 8 | 11 | 3 | 14 | -18 | 13 | 15 | -20 | 1 | 2 | -6
COc1cc(/C=C/c2ccc3c([N+](=O)[O-])cccc3n2)ccc1OCC(=O)O | -30 | 6 | -4 | 0 | -5 | 2 | 6 | 5 | -9 | 2 | -7

(next part)
SMILES | NR2E3 ag-1 | PDI inh | Shn3 inh set2 | Vif inh | CaV13 FRET inh | HIF-2a block | Peg3 prom inh | CF NFkB inh | KKLEB cytotox | NR2E3 ag-2 | MITF TRPM1 inh
Cc1sc2ncn(CC(=O)NCc3ccccn3)c(=O)c2c1S(=O)(=O)N1CCOCC1 | -28 | 4 | -4 | -4 | -6 | -3 | 8 | -4 | -14 | -2 | -4
O=C(NCc1ccccc1CN1CCCC1)c1ccc(S(=O)(=O)Nc2ccccc2)cc1 | -8 | -7 | 16 | -10 | -16 | 11 | 30 | 1 | 2 | · | ·
O=C(NCCCN1CCOCC1)c1ccc2c(c1)N(Cc1cccc(F)c1)C(=O)c1ccccc1S2 | 9 | 1 | 15 | -9 | -2 | 13 | 28 | 13 | -14 | 2 | 12
CCOc1ccccc1NC1=C(Cl)C(=O)N(c2ccccc2)C1=O | -3 | -4 | -7 | -19 | -3 | 10 | 6 | 9 | 13 | -1 | 9
O=C(Oc1ccccc1C(=S)N1CCOCC1)c1cccc([N+](=O)[O-])c1 | -31 | -17 | 3 | 9 | -2 | 2 | 4 | -14 | 0 | 0 | 2
Cc1cc(Cl)ccc1OCC(=O)NCCOc1nc(N2CCOCC2)nc(N2CCOCC2)n1 | 13 | -2 | 8 | 17 | -6 | 14 | 21 | 15 | -12 | -5 | 0
CC(C)OC(=O)/C(C#N)=C/c1cn(Cc2ccccc2)c2ccccc12 | 9 | 0 | -13 | -1 | -20 | -47 | -12 | 9 | 4 | 0 | -18
COC(=O)C1=NN(C(=O)c2cccc(Br)c2)C(O)(c2ccc(Cl)cc2)C1 (stereo not drawn) | -18 | -3 | -30 | 1 | -3 | 20 | 13 | -6 | 2 | 3 | 23
NS(=O)(=O)c1ccc2nc(NC(=O)C3CCCO3)sc2c1 (stereo not drawn) | 5 | 0 | -4 | 2 | -14 | -59 | -32 | 12 | 9 | -5 | -1
COc1ccccc1-c1nnc(SCC(=O)NCc2ccco2)n1N | -18 | -1 | -4 | -6 | 2 | 13 | 12 | -8 | 2 | -3 | -8
COc1ccc(CNC(=O)CCC(=O)Nc2nnc(CC(C)C)s2)cc1 | -9 | -2 | 17 | -1 | -4 | 3 | -4 | -5 | -6 | -1 | 4
COc1ccc(C(=O)NCC(c2ccc3c(c2)OCO3)N2CCN(c3ccc(OC)cc3)CC2)cc1 (stereo not drawn) | -22 | 8 | -4 | -16 | -4 | 16 | 1 | -14 | 10 | 2 | 11
O=C(NCc1ccc(F)cc1)Nc1nnc([C@H]2C[C@H](O)[C@@H](CO)O2)s1 | 4 | 8 | 8 | 4 | -7 | 5 | -7 | 5 | -10 | · | ·
O=C(c1ccc(CS(=O)(=O)Cc2ccccc2)cc1)N1CCCCC1 | 12 | 2 | 14 | 2 | -6 | 11 | 12 | -27 | 3 | 0 | -3
COc1cc(Br)c(CC(=O)NNC(=O)c2ccc(F)cc2)cc1OC | -47 | -45 | -8 | -7 | -3 | -9 | -22 | 18 | -2 | · | 11
CCOc1ccc(NC(=O)CN(C)C(=O)c2ccc(C)o2)cc1OCC | -11 | -5 | 0 | -13 | -5 | 8 | 0 | 9 | -7 | -2 | -1
O=C(COC(=O)c1cc(Cl)ccc1O)NNC(=O)c1ccccc1F | -17 | 0 | 14 | 26 | -5 | 9 | -3 | 15 | -6 | · | -9
O=C(Cc1cc(=O)[nH]c(=O)[nH]1)NCc1ccccc1 | 1 | 12 | 7 | 12 | -4 | 2 | -14 | -35 | 25 | 4 | ·
Cc1ccc(CSc2nnc3nc(C)cc(C)n23)cc1 | -46 | -1 | -13 | 8 | -2 | 7 | -12 | -4 | 2 | -2 | -11
O=C1Nc2ccc(F)cc2C12OCCO2 | -9 | 0 | -15 | -5 | -4 | 15 | 7 | -29 | 4 | 2 | 1
Cc1[nH]c(=O)[nH]c(=O)c1S(=O)(=O)Nc1ccc(F)c([N+](=O)[O-])c1 | -16 | 5 | -7 | -8 | -19 | 4 | 18 | 2 | 4 | · | 1
Cc1ccc(OCC(=O)NCC(=O)Nc2ccc(F)c(F)c2F)c([N+](=O)[O-])n1 | 15 | -6 | -16 | 6 | -4 | 29 | -10 | 16 | 2 | -4 | 2
COc1ccc(C(C)NC(=O)C23CC4CC(CC(C4)C2)C3)cc1 (stereo not drawn) | 6 | 4 | -8 | -3 | -21 | 18 | 12 | 2 | -11 | 1 | 0
COc1cc2cnc(-c3ccccc3)c(-c3ccc([N+](=O)[O-])cc3)c2cc1OC | -49 | -3 | -28 | 8 | -9 | -90 | -45 | 9 | -1 | -1 | -14
COc1ccc(-c2oc3ccc(-c4ccc(OC)nc4)cc3c2C#CC2(O)CCCCC2)cc1 | -6 | -6 | 18 | -2 | -11 | -2 | 2 | 64* | -37 | 0 | 3
COC(C[C@@H]1O[C@H]1[C@H](O)COCc1ccccc1)OC | 17 | -2 | -2 | 0 | -12 | 0 | 4 | -19 | -4 | · | 3
O=C(Nc1nc(-c2cccs2)c(C(=O)C(F)(F)F)s1)c1ccco1 | -6 | -1 | 3 | 6 | -1 | -9 | 13 | 10 | -11 | 30* | -1
COC(=O)C1=CO[C@@H](O[C@@H]2O[C@H](CO)[C@@H](O)[C@H](O)[C@H]2O)C2C1CC(O)O[C@H]2C (stereo partly drawn) | -28 | 1 | -73 | -4 | -10 | 13 | 3 | 12 | -12 | · | -6
CCn1c(SCc2ccc(OC)cc2)nnc1-c1ccncc1 | 4 | 4 | 5 | 4 | -9 | 5 | 10 | 7 | -5 | 1 | -11
Cc1nn(CCCC(=O)NC2CCC(C)CC2)c(=O)c2nn(-c3ccccc3)c(C)c12 (stereo not drawn) | -12 | 0 | -2 | 0 | -8 | 14 | 2 | -11 | 6 | 0 | 15

Sorted by number of heavy atoms (largest number first): some entries from above.
SMILES | NR2E3 ag-1 | PDI inh | Shn3 inh set2 | Vif inh | CaV13 FRET inh | HIF-2a block | Peg3 prom inh | CF NFkB inh | KKLEB cytotox | NR2E3 ag-2 | MITF TRPM1 inh
CC(c1nnc(SCC(=O)N(C)C2CCS(=O)(=O)C2)n1-c1ccccc1)N(C)C (stereo not drawn) | -13 | 7 | -14 | -2 | -5 | 0 | 7 | -4 | 7 | 4 | 3
COc1cc(/C=C/c2ccc3c([N+](=O)[O-])cccc3n2)ccc1OCC(=O)O | -30 | 6 | -4 | 0 | -5 | 2 | 6 | 5 | -9 | 2 | -7
O=C(Cc1cc(=O)[nH]c(=O)[nH]1)NCc1ccccc1 | 1 | 12 | 7 | 12 | -4 | 2 | -14 | -35 | 25 | 4 | ·

Source: PubChem BioAssay
